TcdB inh: TcdB glycohydrolase inhibition; P18177; inhibition, % at 9.99 µM; TcdB glycohydrolase enzymatic assay, plate reader; 350,000 compounds, 0.24% hits; in the data active = inhibition above about 10%
Numbers without * were called inactive. These rows are one share of the data; rates above refer to the full screens.

SMILES	TcdB inh
CO[C@H]1CC[C@H]2CCN(C)C(=O)[C@@H](C)CN(C)C(=O)c3cc(C#N)ccc3OC[C@H]1O2	0.6
C[C@@H]1CN([C@H](C)CO)S(=O)(=O)c2ccc(C#Cc3ccc(F)cc3)cc2O[C@@H]1CN(C)C(=O)c1ccccn1	-1.0
O=C(C[C@H]1CC[C@H]2[C@@H](COC[C@H](O)CN2Cc2nccs2)O1)NCc1ccc(Cl)cc1	0.6
COc1ccc(NC(=O)Nc2cccc3c2O[C@H](CN(C)CC2CCCCC2)[C@H](C)CN([C@H](C)CO)C3=O)cc1	0.3
CCC(=O)N1C[C@@H](C)[C@@H](OC)CN(C)C(=O)c2ccc(NC(=O)Nc3ccccc3)cc2OC[C@H]1C	-0.5
C[C@@H]1CN([C@@H](C)CO)C(=O)Cc2cc(NC(=O)C3CCCCC3)ccc2O[C@@H]1CN(C)Cc1ccc(C(=O)O)cc1	-0.4
CCC(=O)N1[C@@H](CO)[C@@H](c2ccccc2)[C@@H]1CN(CC)C(=O)c1cccc(F)c1	-1.1
C[C@H](CO)N1C[C@H](C)[C@@H](CN(C)S(=O)(=O)c2cn(C)cn2)Oc2ncc(C#CCN(C)C)cc2C1=O	1.8
COc1ccc(NC(=O)N(C)C[C@H]2Oc3ccc(NC(=O)Nc4c(C)noc4C)cc3CC(=O)N([C@@H](C)CO)C[C@@H]2C)cc1	0.1
CN(C)C(=O)c1cccc(-c2ccc([C@@H]3[C@H](CO)N4CCCCN(CCC(F)(F)F)C[C@@H]34)cc2)c1	-0.3
Cc1noc(C)c1S(=O)(=O)N(C)C[C@@H]1OCCCC[C@H](C)Oc2ccc(NS(=O)(=O)c3cn(C)cn3)cc2C(=O)N([C@@H](C)CO)C[C@H]1C	0.3
CCOC(=O)N(C)C[C@H]1OCc2ccccc2-c2ccccc2C(=O)N([C@@H](C)CO)C[C@H]1C	0.9
C[C@@H]1CN([C@H](C)CO)C(=O)c2cc(NC(=O)CCCCCC(=O)Nc3ccccc3N)ccc2O[C@H]1CN(C)C(=O)NC1CCCCC1	0.3
CN1C(=O)c2cc(NC(=O)Nc3ccc(Cl)cc3)ccc2OC[C@H]2O[C@H](CC(=O)NCCN3CCCCC3)CC[C@@H]21	-7.7
CC(C)NC(=O)Nc1cccc2c1O[C@H](CN(C)Cc1ccc(Cl)c(Cl)c1)[C@@H](C)CN([C@H](C)CO)C2=O	-0.4
CCCC#Cc1ccc2c(c1)O[C@@H](CN(C)C(=O)NC(C)C)[C@H](C)CN([C@@H](C)CO)S2(=O)=O	0.1
O=C(CN1CCOCC1)NC[C@@H]1[C@@H](c2ccccc2)[C@@H](CO)N1CC1CC1	-0.7
C[C@@H]1CN([C@H](C)CO)C(=O)Cc2cc(NC(=O)CCN3CCOCC3)ccc2O[C@H]1CN(C)CC1CC1	-1.0
COc1ccc(C#Cc2ccc3c(c2)O[C@@H](CN(C)C(=O)c2ccccn2)[C@H](C)CN([C@@H](C)CO)S3(=O)=O)cc1	-2.6
COc1ccc(NC(=O)N(C)C[C@@H]2Oc3ncc(C#CCN(C)C)cc3C(=O)N([C@H](C)CO)C[C@H]2C)cc1	-0.9
C[C@@H]1CCCCO[C@@H](CN(C)C(=O)Nc2ccc(C(F)(F)F)cc2)[C@@H](C)CN([C@H](C)CO)C(=O)c2cc(NC(=O)c3ccncc3)ccc2O1	-2.3
CC(C)NC(=O)N1CCCCN2[C@H](CO)[C@H](c3ccc(C#C[C@H](C)O)cc3)[C@@H]2C1	0.5
O=C(N[C@H]1CC[C@H](CCNS(=O)(=O)c2ccc(F)cc2)O[C@@H]1CO)C1CCC1	0.5
C[C@@H]1CCCCO[C@H](CN(C)S(=O)(=O)c2cn(C)cn2)[C@H](C)CN([C@@H](C)CO)C(=O)c2cc(N(C)C)ccc2O1	-14
C[C@H](CO)N1C[C@H](C)[C@@H](CN(C)C(=O)Nc2ccc(C(F)(F)F)cc2)Oc2cc(-c3ccncc3)ccc2S1(=O)=O	-1.5

Remaining list, next part:
SMILES	TcdB inh
CNC[C@@H]1Oc2ccc(NC(=O)Cc3ccccc3)cc2C(=O)N([C@@H](C)CO)C[C@@H]1C	-0.6
CO[C@H](CN(C)C(=O)c1ccc2c(c1)OCO2)[C@@H](C)CN([C@H](C)CO)S(=O)(=O)c1ccccc1	0.4
COc1cccc(S(=O)(=O)N[C@@H]2CC[C@@H](CCn3cc(-c4ccc(F)cc4)nn3)O[C@@H]2CO)c1	0.2
CS(=O)(=O)Nc1ccc2c(c1)[C@H]1C[C@H](CC(=O)O)O[C@H](CO)[C@H]1O2	-0.7
CC(C)c1cn(CC[C@@H]2CC[C@H](NC(=O)C3CCC3)[C@H](CO)O2)nn1	0.0
C[C@H](CO)N1C[C@H](C)[C@@H](CN(C)C)Oc2ccc(NC(=O)Cc3cn(C)c4ccccc34)cc2C1=O	-5.2
CCCN1C[C@@H](C)[C@H](OC)CN(C)C(=O)c2ccc(NS(C)(=O)=O)cc2OC[C@@H]1C	-2.4
Cc1noc(C)c1NC(=O)N[C@H]1C=C[C@@H](CC(=O)NCCCN(C)C)O[C@H]1CO	-0.7
C[C@@H](NC(=O)C[C@@H]1CC[C@@H](NS(=O)(=O)c2cccc(F)c2)[C@H](CO)O1)c1ccccc1	0.1
C[C@H](CO)N1C[C@H](C)[C@H](CN(C)C(=O)Nc2ccc(-c3ccccc3)cc2)OCc2ccccc2-c2c(n(C)c3ccccc23)C1=O	-5.6
C[C@H](CO)N1C[C@H](C)[C@@H](CN(C)S(=O)(=O)c2cn(C)cn2)Oc2ccc(NC(=O)C3CCCCC3)cc2CC1=O	-0.1
O=C(C[C@@H]1C[C@@H]2c3cc(NS(=O)(=O)c4ccc(F)cc4)ccc3O[C@@H]2[C@H](CO)O1)NC1CCCCC1	-1.0
COc1ccc(S(=O)(=O)Nc2cccc3c2O[C@@H](CN(C)C(=O)Nc2ccccc2)[C@H](C)CN([C@H](C)CO)C3=O)cc1	-1.1
CC(C)NC(=O)N[C@H]1C=C[C@H](CC(=O)NC2Cc3ccccc3C2)O[C@@H]1CO	-3.5
CC(C)CC#Cc1cnc2c(c1)C(=O)N([C@H](C)CO)C[C@H](C)[C@H](CN(C)C(=O)c1cnccn1)O2	0.2
C[C@@H]1CN([C@H](C)CO)C(=O)Cc2cc(NC(=O)CCN3CCOCC3)ccc2O[C@@H]1CN(C)C(=O)Nc1ccc(C(F)(F)F)cc1	1.2
C[C@@H]1CN([C@@H](C)CO)C(=O)c2cc(NC(=O)Nc3ccc(C(F)(F)F)cc3)ccc2O[C@H]1CN(C)Cc1ccccc1	0.1
CCCNC(=O)N[C@H]1CC[C@H](CC(=O)N2CCN(C)CC2)O[C@@H]1CO	0.9
CCCNC(=O)N(C)C[C@H]1Oc2ncc(/C=C/c3ccccc3)cc2C(=O)N([C@H](C)CO)C[C@@H]1C	-0.2
CC(=O)N[C@@H]1CC[C@H](CC(=O)NCC2CCCCC2)O[C@@H]1CO	0.7
CCNC(=O)C[C@@H]1CC[C@H]2[C@@H](COC[C@H](O)CN2C(=O)C2CCCC2)O1	0.2
COc1ccc2c3c([nH]c2c1)[C@@H](CO)N(C(=O)CN1CCOCC1)CC31CCN(C)CC1	-2.7
CN(C)C(=O)c1cccc(-c2ccc([C@H]3[C@H]4CN(C(=O)CC5CC5)CC(=O)N4[C@H]3CO)cc2)c1	-1.8
C[C@@H]1CN([C@H](C)CO)C(=O)c2cc(NS(=O)(=O)c3ccccc3)ccc2O[C@@H]1CN(C)S(=O)(=O)c1ccccc1	-0.2
COc1ccccc1-c1ccc2c(c1)[C@H]1[C@H](CCN1S(=O)(=O)c1cn(C)cn1)[C@@H](CO)N2	2.7

More results:
SMILES	TcdB inh
C[C@H](CO)N1C[C@H](C)[C@H](CN(C)Cc2ccc3c(c2)OCO3)Oc2c(NC(=O)c3ccncc3)cccc2C1=O	-0.5
COc1cccc(NC(=O)N2C[C@H](O)COC[C@H]3O[C@@H](CC(=O)NC4CCC4)CC[C@@H]32)c1	-0.9
COc1ccc(NC(=O)Nc2ccc3c(c2)C(=O)N([C@H](C)CO)C[C@H](C)[C@@H](CN(C)C(=O)Nc2ccc(C(F)(F)F)cc2)OCCCC[C@H](C)O3)cc1	-0.3
CCC(=O)N(C)C[C@@H]1Oc2cc(-c3ccccc3)ccc2S(=O)(=O)N([C@@H](C)CO)C[C@@H]1C	-7.8
CCCNC(=O)N1[C@H](CO)[C@H](c2ccccc2)[C@@H]1CNC(=O)C1CC1	-0.1
COc1ccc(CN(C)C[C@H]2Oc3c(NS(=O)(=O)c4cccs4)cccc3C(=O)N([C@@H](C)CO)C[C@H]2C)cc1	-2.3
CC(C)NC(=O)N(C)C[C@@H]1Oc2cc(-c3ccccc3F)ccc2S(=O)(=O)N([C@H](C)CO)C[C@H]1C	1.9
O=C(Nc1ccc2c(c1)OCO2)N[C@H]1CC[C@H](CCNC(=O)C2CCCCC2)O[C@H]1CO	0.3
CO[C@@H]1CN(C)C(=O)c2cc(NC(=O)C3CC3)ccc2OC[C@@H](C)N(C(=O)c2ccncc2)C[C@H]1C	0.1
CCS(=O)(=O)Nc1ccc2c(c1)C(=O)N(C)C[C@H](OC)[C@@H](C)CN(C(=O)COC)[C@H](C)CO2	0.6
COc1ccccc1NC(=O)N[C@H]1C=C[C@H](CC(=O)NCc2ccc(Cl)c(Cl)c2)O[C@@H]1CO	1.5
O=C(O)C[C@H]1CC[C@H](NC(=O)Nc2ccccc2)[C@H](CO)O1	0.8
O=C(C1CCCC1)N1CC2(C1)[C@H](c1ccccc1)[C@H](CO)N2CC1CC1	1.0
C[C@@H]1CCCCO[C@H](CN(C)S(=O)(=O)c2ccccc2)[C@@H](C)CN([C@@H](C)CO)C(=O)c2cc(NC(=O)Nc3ccc4c(c3)OCO4)ccc2O1	-3.3
CNC[C@H]1Oc2ccc(NC(=O)CCC(F)(F)F)cc2C(=O)N([C@H](C)CO)C[C@H]1C	0.6
CC=Cc1ccc2n(c1=O)C[C@@H]1[C@@H](CO)[C@H](C(=O)N3CCOCC3)[C@H]2N1CC1CCCC1 (mixture of isomers)	-0.9
O=C(O)C[C@H]1C=C[C@@H](NC(=O)Nc2ccccc2)[C@@H](CO)O1	0.4
C[C@H](CO)N1C[C@H](C)[C@H](CN(C)Cc2ccc(Cl)c(Cl)c2)OCCCC[C@H](C)Oc2ccc(NC(=O)c3ccccc3)cc2C1=O	1.9
O=C(C[C@H]1CC[C@H]2[C@@H](COC[C@@H](O)CN2C(=O)c2ccc(F)cc2)O1)Nc1ccc(-c2ccccc2)cc1	0.4
Cc1cccc(S(=O)(=O)N2CCCCN3[C@H](CO)[C@@H](c4ccc(-c5cccnc5)cc4)[C@@H]3C2)c1	0.6
C[C@H](CO)N1C[C@H](C)[C@@H](CN(C)C(=O)Nc2ccc(-c3cccs3)cc2)OCc2cnnn2CCCC1=O	3.1
C[C@@H]1CN([C@H](C)CO)C(=O)c2cccc(NS(=O)(=O)c3ccc(F)cc3)c2O[C@H]1CN(C)S(=O)(=O)c1ccccc1	0.3
C[C@H]1CCCCO[C@H](CN(C)C(=O)CCCN(C)C)[C@@H](C)CN([C@@H](C)CO)C(=O)c2cc(NC(=O)Nc3ccccc3)ccc2O1	-0.7
Cc1ccc(S(=O)(=O)N(C)C[C@H]2OCCCC[C@H](C)Oc3ccc(NC(=O)Nc4ccccc4)cc3C(=O)N([C@H](C)CO)C[C@@H]2C)cc1	-0.1
COCC(=O)NC[C@@H]1[C@H](c2ccccc2)[C@H](CO)N1C(=O)c1ccccc1	1.8

Following part
SMILES	TcdB inh
O=C(Nc1cc(F)ccc1F)N[C@H]1CC[C@@H](CCn2cc(C3CCCC3)nn2)O[C@H]1CO	0.9
O=C(C[C@H]1CC[C@H]2[C@@H](COC[C@@H](O)CN2Cc2nccs2)O1)NCc1ccc(-c2ccccc2)cc1	-2.6
O=S(=O)(c1ccccc1)N1C[C@H]2[C@@H](c3ccccc31)[C@H](CO)N2Cc1ccc(F)cc1	1.8
COc1ccc(S(=O)(=O)Nc2ccc3c(c2)CC(=O)N([C@H](C)CO)C[C@@H](C)[C@H](CN(C)Cc2ccc(-c4ccccc4)cc2)O3)cc1	0.5
CC(C)NC(=O)Nc1ccc2c(c1)CC(=O)N([C@H](C)CO)C[C@H](C)[C@H](CN(C)S(=O)(=O)c1cccs1)O2	-11
CCC(=O)Nc1ccc2c(c1)C(=O)N(C)[C@H]1CC[C@@H](CC(=O)NC3CCCC3)O[C@@H]1CO2	1.2
C[C@@H]1CN([C@H](C)CO)C(=O)c2cccc(NS(=O)(=O)c3ccccc3)c2O[C@@H]1CN(C)C(=O)Nc1ccc(C(F)(F)F)cc1	0.6

Of the compounds above, eight have a CF3 group.
SMILES	TcdB inh
CN(C)C(=O)c1cccc(-c2ccc([C@@H]3[C@H](CO)N4CCCCN(CCC(F)(F)F)C[C@@H]34)cc2)c1	-0.3
C[C@@H]1CCCCO[C@@H](CN(C)C(=O)Nc2ccc(C(F)(F)F)cc2)[C@@H](C)CN([C@H](C)CO)C(=O)c2cc(NC(=O)c3ccncc3)ccc2O1	-2.3
C[C@H](CO)N1C[C@H](C)[C@@H](CN(C)C(=O)Nc2ccc(C(F)(F)F)cc2)Oc2cc(-c3ccncc3)ccc2S1(=O)=O	-1.5
C[C@@H]1CN([C@H](C)CO)C(=O)Cc2cc(NC(=O)CCN3CCOCC3)ccc2O[C@@H]1CN(C)C(=O)Nc1ccc(C(F)(F)F)cc1	1.2
C[C@@H]1CN([C@@H](C)CO)C(=O)c2cc(NC(=O)Nc3ccc(C(F)(F)F)cc3)ccc2O[C@H]1CN(C)Cc1ccccc1	0.1
COc1ccc(NC(=O)Nc2ccc3c(c2)C(=O)N([C@H](C)CO)C[C@H](C)[C@@H](CN(C)C(=O)Nc2ccc(C(F)(F)F)cc2)OCCCC[C@H](C)O3)cc1	-0.3
CNC[C@H]1Oc2ccc(NC(=O)CCC(F)(F)F)cc2C(=O)N([C@H](C)CO)C[C@H]1C	0.6
C[C@@H]1CN([C@H](C)CO)C(=O)c2cccc(NS(=O)(=O)c3ccccc3)c2O[C@@H]1CN(C)C(=O)Nc1ccc(C(F)(F)F)cc1	0.6

Screening data (PubChem)
